Screens (PubChem)
PTPN22 inh 2 – PTPN22 phosphatase inhibitors, primary screen, biochemical, DiFMUP fluorescence, 2 µM; recombinant LYP catalytic domain; inhibition, % at 2 µM; 0.21% of 96,000 active; AID 640, 2007;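 active = inhibition at 2 µM at or above a set limit, the screen mean plus 3 SD, cut at about 24% in these data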;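 also: 0% = DMSO with enzyme and 100% = enzyme fully blocked by orthovanadate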
Target sequence (Q9Y2R2 whole entry, looked up, the tested form may be a part): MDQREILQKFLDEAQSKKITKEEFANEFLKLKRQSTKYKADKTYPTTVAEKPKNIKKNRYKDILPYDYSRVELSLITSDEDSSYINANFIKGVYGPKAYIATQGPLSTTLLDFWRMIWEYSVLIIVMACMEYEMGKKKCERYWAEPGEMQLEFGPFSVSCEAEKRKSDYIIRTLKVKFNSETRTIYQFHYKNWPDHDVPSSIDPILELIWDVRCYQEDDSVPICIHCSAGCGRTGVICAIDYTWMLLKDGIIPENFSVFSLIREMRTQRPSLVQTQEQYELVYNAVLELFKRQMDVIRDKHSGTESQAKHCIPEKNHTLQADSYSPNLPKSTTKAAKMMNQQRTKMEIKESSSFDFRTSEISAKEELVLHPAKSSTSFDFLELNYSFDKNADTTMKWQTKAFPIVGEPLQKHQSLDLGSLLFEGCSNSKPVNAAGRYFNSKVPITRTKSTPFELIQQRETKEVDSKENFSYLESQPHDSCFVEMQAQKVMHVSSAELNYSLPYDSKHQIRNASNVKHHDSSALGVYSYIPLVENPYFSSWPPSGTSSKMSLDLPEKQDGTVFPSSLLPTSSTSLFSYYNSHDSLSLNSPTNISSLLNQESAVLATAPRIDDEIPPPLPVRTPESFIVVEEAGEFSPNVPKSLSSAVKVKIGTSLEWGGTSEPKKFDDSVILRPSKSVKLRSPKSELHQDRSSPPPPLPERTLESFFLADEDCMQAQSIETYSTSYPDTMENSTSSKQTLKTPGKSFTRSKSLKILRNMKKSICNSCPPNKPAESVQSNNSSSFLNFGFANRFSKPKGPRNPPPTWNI
PTPN22 act – LYP phosphatase activators, primary screen, biochemical, DiFMUP fluorescence, 2 µM; Tyrosine-protein phosphatase non-receptor type 22 (Homo sapiens), Q9Y2R2; recombinant LYP; 0 = plate median, 100 = signal doubled; activation, % at 2 µM; 0.11% of 96,000 active;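 active = activation at 2 µM above a set limit, the mean plus 5 SD, cut at about 37% in these data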
Plk1 PBD FP – Plk1 polo box domain binding inhibitors, primary screen, biochemical, fluorescence polarization. Plk1 PBD phosphopeptide binding. 0.13% of 97,000 active. inhibition, %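 (tested at about 20 µM)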; in the data active = inhibition above about 34%, passing the limit was not always enough
PLK1 kinase inh – human PLK1 kinase inhibitors, primary screen, biochemical, TR-FRET. Serine/threonine-protein kinase PLK1 (Homo sapiens), P53350. recombinant PLK1 kinase, TR-FRET peptide phosphorylation. inhibition, % at 10 µM. 0.53% of 97,000 active;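 active = inhibition of 50% or more in the single-concentration screen; inactive = inhibition below 50%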;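 also: 0% = DMSO max control and 100% = H-89 dihydrochloride min control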
Rev-RRE block – HIV-1 Rev-RRE binding inhibitors, primary screen, biochemical, FRET, protein-RNA interaction; P05866; Rev peptide-RRE RNA binding; inhibition, % at 8 µM; 0.79% of 97,000 active; AID 704, 2007;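 active = inhibition above the screen-wide mean plus 3 SD, cut at about 35% in these data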;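 also: 0% = median DMSO wells and 100% = median Neomycin B control wells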
Target sequence (P05866 whole entry, looked up): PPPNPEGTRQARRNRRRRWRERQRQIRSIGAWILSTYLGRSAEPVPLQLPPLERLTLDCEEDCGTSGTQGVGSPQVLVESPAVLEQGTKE
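Test system: Cy5-tagged RRE RNA duplex with fluorescein-tagged Rev peptide; Probe or stimulus: labelled Rev peptide; Schedule: 5 min preincubation and 15 min binding, 25 °C; Signal: FRET fluorescence readout; Evaluation: % inhibition from 671/540 nm acceptor-to-donor ratio, scaled between controls; Control set: DMSO and neomycin B.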
EphB4 antag – EphB4-ephrin-B2 interaction antagonists, primary screen, biochemical, TNYL-RAW peptide probe, fluorescence polarization; EphB4 LBD / TNYL-RAW-Alexa532 peptide; 0.15% of 97,000 active; inhibition, % at 7 µM;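 active = inhibition above the screen-wide mean inhibition plus 3 SD, cut at about 15% in these data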;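 also: 0% = DMSO wells and 100% = excess unlabeled TNYL-RAW peptide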
FAK inh – FAK kinase inhibitors, primary screen, biochemical. Focal adhesion kinase 1 (Homo sapiens), Q05397. biochemical FAK kinase activity assay. inhibition, %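 (tested at 7 µM)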. 0.84% of 97,000 active; in the data active = inhibition above about 19%;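 also: 0% = DMSO and 100% = reference compound high control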
PTK2B oligo ant – antagonists of Pyk2 self-association, primary screen, Q293 cells, FERM NanoBiT luminescence, HTS | Protein-tyrosine kinase 2-beta (Homo sapiens), Q14289 | z-score (the deposit names both 25 µM and 10 µM) | 0.83% of 99,000 active | hits give low values;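 active = Z-score of -3 or lower, scaled per plate to the spread of control and sample wells; inactive = z-score above -3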;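 also: negative z-score means lost luminescence so less FERM oligomerization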
F-actin modifier – modifiers of F-actin cytoskeleton organization, primary screen, imaging, HUVEC, phalloidin staining, high-content imaging; inhibition, % at 2 µM; 0.18% of 91,000 active; HUVEC TNFa F-actin phalloidin imaging;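 active = inhibition above the batch mean plus 3 SD and confirmed as a hit by visual image inspection, cut at about 30% in these data, passing the limit was not always enough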; also: strong numbers were not always called active
An asterisk follows results filed as active; · = no result given.

SMILES	PTPN22 inh 2	PTPN22 act	Plk1 PBD FP	PLK1 kinase inh	Rev-RRE block	EphB4 antag	FAK inh	PTK2B oligo ant	F-actin modifier
CCC12CC3CC(C1)CC(C(=O)Nc1nn[nH]n1)(C3)C2	-10	7	7	-4	-4	-12	0	0.21	5
CC(C)Nc1nc(NC(C)C)nc(C(=O)OCCO)n1	6	-8	12	-2	-1	-1	3	·	3
COc1ccc(N/C(=C(/C(Cl)=C(Cl)Cl)[N+](=O)[O-])n2nnc3ccccc32)cc1OC	-5	5	6	6	38*	2	-1	·	·
O=C(Nc1ccccc1Cl)C1CCN(Cc2cnn(-c3ccccc3)c2-n2cccc2)CC1	-13	12	7	4	14	-2	1	-0.8	-9
Cc1ccc(-c2noc(CSc3nnc(Cc4cccs4)n3-c3ccccc3)n2)cc1	7	-7	21	-9	-1	-7	-11	·	-4
O=C(C1CCCN(S(=O)(=O)c2ccc(Br)s2)C1)N1CCCCCC1 (stereo not given)	14	-14	-34	5	4	4	-2	-0.5	1
COC(=O)c1ccc(C(c2c(N)n(CC(C)C)c(=O)[nH]c2=O)N2CCN(c3ccccc3)CC2)cc1 (stereo not given)	6	-5	25	-10	7	1	3	-0.59	0
O=C(NCCN1CCCC1)C1CC(=O)N(C2CCCCC2)C1 (stereo not given)	-16	14	-17	4	1	5	-2	-0.18	10
CCc1nnc(NC(=O)NCN2C(=O)C3C4C=CC(C4)C3C2=O)s1 (stereo not given)	-7	5	-5	0	-1	-2	-5	0.92	-10
COc1ccc(N2CCN(C(=O)CSc3nnc(-c4cccnc4)n3-c3ccccc3)CC2)cc1	2	-2	1	-4	3	-4	-1	0	3
CC(=O)N(CCc1ccccc1C)Cc1cc2cc3c(cc2[nH]c1=O)OCO3	9	-7	22	-5	6	-6	2	0.76	4
Cc1ccc(S(=O)(=O)N2CCN(C(=O)CSc3nnc(-c4ccco4)o3)CC2)cc1	0	0	40	-8	10	-1	12	0.44	15
COc1ccc(CN2C(=O)c3cccnc3C2Nc2ccc(OC)c(Cl)c2)cc1 (stereo not given)	-2	3	2	-14	2	4	-1	-1.4	·
COc1cc(/C=C2\SC(=S)N(Nc3ncc(C(F)(F)F)cc3Cl)C2=O)ccc1O	4	-3	-162	-12	25	-24	1	-3.1*	-2
CC1CCN(c2ccccc2NC(=O)c2ccc(N3CCOCC3)c([N+](=O)[O-])c2)CC1	4	1	19	-11	5	-6	5	0.63	8
Cc1ccc(S(=O)(=O)N(CCO)c2cc3c(s2)CCCC3)cc1	10	-8	2	-10	10	-4	1	-0.85	-5
Cn1c(SCc2ccc(Br)cc2)nnc1-c1cccs1	-7	4	-36	-6	4	-4	-1	-1.7	9
CCOC(=O)c1ccc(NC(=O)C2CCCN(S(=O)(=O)c3ccc(F)cc3)C2)cc1 (stereo not given)	0	0	-15	-3	18	0	0	-2.5	0
COc1ccc(CCNC(=O)c2nonc2N)cc1	-3	4	-16	-4	5	5	0	0.05	-2
O=C(Cn1c(S(=O)(=O)Cc2ccccc2)nc2ccccc21)N1CCCCC1	4	-5	2	-9	1	9	-4	·	2
CCOC(=O)C(CC)n1cnc2c(cnn2-c2ccc(Cl)cc2)c1=O (stereo not given)	-10	7	-1	-16	10	6	7	0.75	-5
CN(c1ccccc1C(=O)N1CCOCC1)S(C)(=O)=O	0	-2	-19	2	6	-5	-7	1.3	-8
CCOC(=O)N1CCN(c2nc(-c3ccc(OC)cc3)no2)CC1	-11	10	-25	-5	5	3	-7	0.8	-3
COC(=O)c1ccc(-n2nnnc2SCC(=O)N2CCCCC2)cc1	-9	6	4	-7	2	-10	1	0.9	-14
CCn1c(SCC(=O)NCCOc2ccccc2)nc2ccccc2c1=O	-5	3	-9	-5	2	1	7	1.7	-21

Reprinted from the part before: two entries, then new ones.
SMILES	PTPN22 inh 2	PTPN22 act	Plk1 PBD FP	PLK1 kinase inh	Rev-RRE block	EphB4 antag	FAK inh	PTK2B oligo ant	F-actin modifier
COC(=O)c1ccc(-n2nnnc2SCC(=O)N2CCCCC2)cc1	-9	6	4	-7	2	-10	1	0.9	-14
CCn1c(SCC(=O)NCCOc2ccccc2)nc2ccccc2c1=O	-5	3	-9	-5	2	1	7	1.7	-21
CCCc1c(C)c2ccc(OCC(C)=O)cc2oc1=O	-5	5	-10	-10	3	-10	2	1.9	10
CC(C)(C)NC(=O)NC(=O)COc1ccccn1	-3	2	-19	-6	9	7	-1	-0.68	-11
COc1ccc(CN2CCN(S(=O)(=O)c3ccc(F)cc3)CC2)cc1OC	-9	6	15	-7	3	2	-4	-0.1	-4
N=c1c(C(=O)NC2CCCC2)cc2c(=O)n3ccccc3nc2n1C1CCCC1	1	-4	-13	-5	2	-6	-1	-0.5	·
O=C(c1ccc(Cl)c(S(=O)(=O)Nc2ccc(F)cc2)c1)N1CCN(c2ccccn2)CC1	4	-8	-8	-12	4	0	8	-2.2	-4
Cc1nc(SCC(=O)Nc2ccc3c(c2)OCO3)c(C#N)c2c1CCCC2	3	-6	-16	-11	0	-3	4	-3.2*	-17
Cc1ccc(Nc2cnn(C34CC5CC(CC(CC(=O)O)(C5)C3)C4)c(=O)c2Cl)cc1	0	4	9	-6	11	52*	-4	-0.8	·
CC(=O)N1CCN(Cc2nc3cc(NC(=O)Cn4nc(C)c5ccccc5c4=O)ccc3n2C)CC1	0	-2	-2	5	1	3	4	-0.35	7
COc1ccc(-c2noc(CSc3nc4ccccc4c(=O)n3-c3ccccc3)n2)cc1OC	0	-3	1	-6	-4	4	0	-1.5	2
FC(F)(F)c1cc(Oc2ccccc2)nc(-c2ccccn2)n1	5	-2	32	-3	8	2	1	0.11	-10
CCCCOC(=O)n1c(=S)oc2cc(Cl)ccc21	6	-3	-15	-2	-29	4	2	-0.52	-8
O=C(O)/C(=C\c1ccco1)NC(=O)c1cccc2ccccc12	4	0	-14	-3	3	17*	-3	-0.6	12
Cc1ccc(-c2nnc(CSc3nncn3N)o2)cc1	-2	2	-21	-9	4	6	-1	-0.15	18
COc1ccc(-n2c(SCC(=O)c3c(N)n(C)c(=O)n(C)c3=O)nc3ccccc32)cc1	-20	16	10	-8	6	-4	0	0.06	-21
Cc1ccc(-n2nnnc2SCC(=O)Nc2sc(C)c(C)c2C#N)cc1C	15	-12	2	-18	8	3	-4	0.88	25
COc1ccccc1C(=O)N1CCN(C(=O)c2ccncc2)CC1	-12	7	-21	-6	5	2	1	-0.5	-1
C=CCSc1nc(O)c(CC)c(=O)n1C(C)CC (stereo not given)	1	-4	3	1	4	-2	-1	-1.1	18
Oc1ccc2oc3c(c2c1/C=N/n1cnnc1)CCCC3	-9	7	10	-12	6	-2	6	-0.78	-12
O=C(CSc1ccc(-c2nc3ccccc3[nH]2)cn1)Nc1ccc2c(c1)OCCO2	3	1	-10	0	-1	5	15	-0.38	53
CN1CCN(C2CC(=O)N(Cc3ccc(N4CCCC4=O)cc3)C2=O)CC1 (stereo not given)	-7	9	3	-3	1	-2	-3	-0.54	4
Cc1c(NC(=O)CCC(=O)N2CCCCC2)c(=O)n(-c2ccccc2)n1C	4	-6	2	-9	5	2	1	-0.59	-13
C=CCn1c(SCc2nnc(-c3ccccc3)o2)nnc1C(O)c1ccccc1 (stereo not given)	-16	11	4	-7	5	-4	-2	-0.16	8
CCNC(=O)CN(c1ccc(C)cc1)S(=O)(=O)c1ccc(SC)cc1	-1	-1	8	10	-5	-1	-1	-0.21	-42
COC(=O)C1=C(C)N(CC2CCCO2)C(=O)C1 (stereo not given)	0	-2	3	8	4	1	4	0.29	-26
COc1cc(NS(=O)(=O)c2ccc(C)cc2C)cc(OC)c1OC	-7	6	-16	-4	2	-2	2	-0.56	8

(more compounds)
SMILES	PTPN22 inh 2	PTPN22 act	Plk1 PBD FP	PLK1 kinase inh	Rev-RRE block	EphB4 antag	FAK inh	PTK2B oligo ant	F-actin modifier
CC(C)c1cc(C(=O)Nc2cc(Br)ccc2O)no1	3	-5	6	-23	7	4	-1	-1.4	-1
COc1ccc(NC(=O)CSc2nncn2C)cc1OC	-6	5	5	-7	9	9	1	0.39	-9
CCC(C)[C@@H](NC(=O)OC(C)(C)C)c1nnc(S(=O)(=O)Cc2cccc(C)c2)o1 (stereo not given in full)	-3	0	-22	-8	-2	-1	-9	-1.9	28
CCOc1ccccc1NC(=O)CN(c1ccc(C)cc1)S(=O)(=O)c1c(C)n[nH]c1C	15	-15	-2	3	13	11	-1	-2	-4
CCN(CC)CCNc1nc2c(c(=O)[nH]c(=O)n2C)n1CC(O)COc1ccc(Cl)cc1Cl (stereo not given)	0	-3	17	-13	-4	-6	-6	-0.46	-13
CC(C)COc1cccc(C(=O)Nc2ccc(S(=O)(=O)N3CCOCC3)cc2)c1	1	0	-27	-4	9	1	0	-0.87	-3
O=C(Cc1c(O)c2ccccc2[nH]c1=O)NCc1ccccc1F	-20	17	-20	-12	6	-2	-1	1.8	-18
COc1ccc2c(=O)c3c(=O)n(Cc4ccco4)c(-c4ccc(C)cc4)nc3oc2c1	1	-1	11	-16	3	4	8	-2.1	-22
Cc1cccc(-c2nc(CSCC(=O)N3CCN(c4ccccn4)CC3)c(C)o2)c1	-6	5	3	-6	-1	0	-5	0.15	·
Cc1cc(/C([O-])=C(/C(=S)Nc2ccccc2)[n+]2ccccc2)c(C)n1-c1ccccc1	10	-9	-31	-10	0	-4	-1	-0.34	18
CC1CN(S(=O)(=O)c2cccc(C(=O)NCCCn3ccnc3)c2)CC(C)O1 (stereo not given)	3	-3	38	22	6	-1	-1	0.4	3
CCSc1nc2ccccc2n1C(=O)/C=C\c1ccc(OC)c(OC)c1	-2	4	-16	-14	1	-2	-7	-1.2	23
Nc1cc(=O)[nH]c(SCc2cccc(Cl)c2)n1	-4	3	9	-4	9	1	-1	0.37	0
COc1ccccc1NC(=O)C(CC(C)C)NC(=O)C1CCCCC1 (stereo not given)	-4	4	18	-5	1	-6	0	-0.98	1
CCOc1ccc(NC(=O)NCCCSC2CCCCC2)cc1	-5	7	-18	-4	-2	-1	-2	-1.4	-11
O/N=C/c1ccccc1Oc1ccccc1	10	-6	-2	-13	8	2	2	-0.3	20
CS(=O)(=O)N(CC(=O)N1CCOCC1)Cc1ccc(Cl)cc1	-5	2	16	-17	0	-4	-1	-0.23	-11
CCC(=O)Nc1cccc2c1C(=O)N(C)C2=O	-3	4	10	-8	4	-7	0	1.7	5
S=c1[nH]nc(-c2cccnc2)o1	-4	2	0	2	4	3	1	0.43	-18
C=CCOc1c(Cl)cc(CNc2ccc(C)c(Cl)c2)cc1OC	9	-6	-7	4	3	7	2	·	14
CC(Oc1cccc(F)c1)C(=O)/C=C\N(C)C (stereo not given)	6	-2	1	-9	3	-5	1	1.5	15
O=C1CCc2cc(S(=O)(=O)N3CCC(C(=O)NC4CCCc5ccccc54)CC3)ccc2N1 (stereo not given)	-8	4	2	6	-2	-7	-5	·	-1

In the list so far, two have a nitro group on carbon.
SMILES	PTPN22 inh 2	PTPN22 act	Plk1 PBD FP	PLK1 kinase inh	Rev-RRE block	EphB4 antag	FAK inh	PTK2B oligo ant	F-actin modifier
COc1ccc(N/C(=C(/C(Cl)=C(Cl)Cl)[N+](=O)[O-])n2nnc3ccccc32)cc1OC	-5	5	6	6	38*	2	-1	·	·
CC1CCN(c2ccccc2NC(=O)c2ccc(N3CCOCC3)c([N+](=O)[O-])c2)CC1	4	1	19	-11	5	-6	5	0.63	8
